WRN helicase inh: blocks human WRN helicase. Potency, µM (series often up to 114 µM), for inactives: at the top dose activity change, negative = inhibition, hits mostly inhibitors. 360,000 compounds, 0.46% hits. Q14191. WRN helicase unwinding, fluorescent forked duplex, kinetic; also: potency is read from the fitted curve at half-maximal effect; % is scaled to controls: 0 for no effect and ±100 for the full control effect; nearly all actives have a fitted effect of over 55% in size
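WRN at 20 nM final preincubated with compound 15 min at room temperature; reaction started with 100 nM fluorophore/quencher forked duplex oligonucleotide and 2 mM ATP final. Unwinding followed kinetically by red fluorescence (ex 525, em 598 nm).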
GLP1R ag: activates the human GLP-1 receptor; HEK293 GLP-1R CRE-luciferase, luminescence, 4-6 h; cells express a hypersensitive GLP-1R form; Potency, µM (top dose mostly 45.6 µM), for the others: at the highest dose activation, usual class: activators; 380,000 compounds, 0.007% hits; AID 624172; also: potency is read from the fitted curve at half-maximal effect; % of control where 0% means no effect
DRD3 antagonist: blocks the human D3 dopamine receptor. D3R cells, DiscoveRx beta-arrestin luminescence, antagonist mode; active compounds read low. max response, negative = inhibition, %. 360,000 compounds, 2.5% hits; in the data active = max response below about -50%; inconclusive = no clear call, values can overlap the other calls; also: % is scaled to controls: 0 for no effect and ±100 for the full control effect; mostly tested at two doses, the higher about 12 µM
Target sequence (P35462 whole entry, looked up): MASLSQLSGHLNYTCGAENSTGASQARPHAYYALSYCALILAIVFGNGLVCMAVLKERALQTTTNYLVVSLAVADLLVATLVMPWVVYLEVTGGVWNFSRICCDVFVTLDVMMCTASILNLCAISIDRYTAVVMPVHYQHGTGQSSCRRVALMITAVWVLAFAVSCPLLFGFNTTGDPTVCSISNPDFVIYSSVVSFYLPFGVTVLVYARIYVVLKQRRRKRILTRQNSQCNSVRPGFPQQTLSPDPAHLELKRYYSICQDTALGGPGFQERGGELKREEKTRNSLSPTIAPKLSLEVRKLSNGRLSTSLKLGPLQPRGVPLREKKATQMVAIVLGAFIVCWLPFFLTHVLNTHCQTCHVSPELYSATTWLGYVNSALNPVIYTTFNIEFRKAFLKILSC
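Cells expressing the human receptor were seeded at 1500 cells/well, incubated overnight at 37 degrees C in 5% CO2, then exposed to library compounds with dopamine controls for 90 minutes at 37 degrees C before luminescent detection.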
GLP1R cytotox: cytotoxicity counter-screen for GLP-1 receptor inverse agonists. HEK293 cAMP-luciferase reporter cells, luminescence, 24 h. 410,000 compounds, 0.13% hits. Potency, µM (series often up to 38.3 µM), for the others: at the top dose activity change, negative = inhibition, actives largely listed as inhibitors;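 also: loss of luciferase light is scored as toxicity; potency is read from the fitted curve at half-maximal effect; % is scaled to controls: 0 for no effect and ±100 for the full control effect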
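Compound-treated cells are incubated 24 hr at 37 deg C under 5% CO2 after a 12 hour attachment period, then luciferase detection reagent is added and luminescence is measured following 12 min at room temperature; lowered signal indicates toxicity.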
DRD3 agonist: agonists of human D3 dopamine receptor. P35462. max activation, %. 410,000 compounds, 0.58% hits. D3R DiscoveRx beta-arrestin cells, luminescence, 90 min; in the data active = max activation above about 30%; also: 0% is about no effect; mostly tested at two doses, the higher about 12 µM
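Agonist-mode cell screen: cells plated at 1500/well and incubated overnight at 37 °C, then exposed to library compounds for 90 min at 37 °C. Detection reagent was added for 30–60 min at room temperature, and luminescence was read.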
GLP1R inv ag: acts as inverse agonist at human GLP-1 receptor; 410,000 compounds, 1.6% hits; AID 624417; HEK293 GLP-1R CRE-luciferase, luminescence, 24 h; GLP-1R form is constitutively active; P43220; Potency, µM (highest dose often 38.3 µM), without a hit: at the top dose activity change, negative = inhibition, usual class: inhibitors; also: potency is read from the fitted curve at half-maximal effect; % is scaled to controls: 0 for no effect and ±100 for the full control effect; nearly all actives have a fitted effect of over 55% in size
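Cells are plated, allowed 12 hours at 37 deg C, then treated with compounds for 24 hr before luciferase detection reagent is added and luminescence is read after 12 min at room temperature. The HEK293 line carries constitutively active GLP-1R with a cAMP-responsive reporter.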
IL2 activator: activators of IL-2 | IL-2 activation reporter assay, cell-based qHTS; stimulated with anti-CD3/CD4/CD28 beads; in transgenic mouse T cells | activation, % (series mostly up to about 46 µM) | 360,000 compounds, 0.065% hits; in the data active = activation above about 50%; inconclusive = mostly about 30% to 49%; also: 0% is about no effect
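Quantitative HTS in unstimulated transgenic mouse T cells, with memory T cells as non-tolerant control and PMA/ionomycin as tolerance-bypass control. Compound pretreatment lasted 60 minutes before 18 h bead stimulation; EGFP/DsRed fluorescence read.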
PI5P4K alpha inh: PI5P4K alpha (human) kinase inhibition; PI5P4Kalpha enzyme, ADP-Glo luminescence, 60 min; active compounds read low; max response, %; 330,000 compounds, 1.2% hits; active = max response of -50% or lower; inconclusive = between -30% and -50%; inactive = -30% or higher; also: value at the top dose of about 77 µM; % is scaled to controls: 0 for no effect and ±100 for the full control effect
Target sequence (P48426 whole entry, looked up): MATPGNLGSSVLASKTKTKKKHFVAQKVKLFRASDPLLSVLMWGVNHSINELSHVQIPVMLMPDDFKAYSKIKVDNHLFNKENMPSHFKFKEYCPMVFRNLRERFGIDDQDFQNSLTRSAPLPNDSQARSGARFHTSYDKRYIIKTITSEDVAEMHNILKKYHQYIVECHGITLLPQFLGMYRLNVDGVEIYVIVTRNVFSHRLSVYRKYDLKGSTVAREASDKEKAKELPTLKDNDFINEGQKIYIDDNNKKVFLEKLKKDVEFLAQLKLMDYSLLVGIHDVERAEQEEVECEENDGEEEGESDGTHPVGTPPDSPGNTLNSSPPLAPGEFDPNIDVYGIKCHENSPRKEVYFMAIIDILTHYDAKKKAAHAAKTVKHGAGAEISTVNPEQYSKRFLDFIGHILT
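Quantitative HTS of the MLSMR library against PI5P4Kalpha with substrate. ATP added last at 5 microM final; room temperature, 60 minutes. Remaining ATP depleted, ADP converted and read as luminescence.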
PLK1 PBD block: inhibitors of human PLK1 polo-box domain binding; P53350; Plk1 PBD binding of FITC phosphopeptide, fluorescence polarization; Potency, µM, for the others: max response, negative = inhibition, actives largely listed as inhibitors; 360,000 compounds, 2.8% hits; also: potency is read from the fitted curve at half-maximal effect; series mostly up to about 57 µM; % is scaled to controls: 0 for no effect and ±100 for the full control effect; nearly all actives have a fitted effect of over 65% in size
Starred values were filed as active, the others as inactive; ? = inconclusive; . = not tested or not shown; & = joins results of further samples; [ ] = another dose, or the depositor's remark. Unless noted, calls follow the shape of the dose curve; as a rule, active = well fitted curve in the direction sought with a large enough effect; inconclusive = small, poorly fitted or top-dose-only effect, or another doubt; inactive = no such curve, though single readings can be large; an effect the other way counts as inactive or inconclusive. An unsorted share of the library; overall some 7.8% were active at least once.

SMILES	WRN helicase inh	GLP1R ag	DRD3 antagonist	GLP1R cytotox	DRD3 agonist	GLP1R inv ag	IL2 activator	PI5P4K alpha inh	PLK1 PBD block
CC(C)CN(C(=O)COC(=O)Cc1c[nH]c2ccccc12)C1CCS(=O)(=O)C1 (centres undefined)	4%	-8%	-14	2%	-5	-13%	-2.9	1	27µM*
CN(C)CCNC(=O)c1cccc2[nH]c(-c3ccncc3)nc12	4%[11.6 µM]	-16%	13	?	6	-15%	-6.3	-3	0%
O=C(c1cccnc1)N1CCN(Cc2ccc3ccccc3c2)CC1	2%	-6%	21	-3%	2	-19%	-0.5	-3	0%
CC(C)(C)C(=O)COC(=O)c1ccccc1O	3%	-1%	-14	4%	-1	-19%	-2.9	1	2%
CCSc1nc(CC)c2c(c1C#N)CCCC2	-3%	-3%	3	37%[activator]	9	-13%	-0.5	1	-8%
O=C1CC(/C=C/c2ccncc2)=Nc2ccccc2N1	-4%	4%	-11	-24%	3	2.5µM*	2.2	-3	-1%
O=C(NCc1ccco1)c1ccc2c(c1)C(=O)c1ccccc1-2	-27%	9%	-8	2%	-14	0%	0.4	.	-17%
Fc1ccc2cc(-c3cccnc3)ncc2c1	-1%	-3%	-16	-23%	5	14%	-0.4	0	0%
Cc1sc2ncnc(NCCc3ccc(S(N)(=O)=O)cc3)c2c1C	8%	14%	24	23%	6	0%	-0.9	3	-15%
CC(=O)Nc1ccc(SCC(=O)NC(=O)c2ccc(S(=O)(=O)N(C)C)cc2)cc1	-20%	-8%	?	2%	1	13%	0.7	-30	11µM*
O=C(NCC1(N2CCOCC2)CCCCC1)c1ccc(S(=O)(=O)Nc2ccccc2F)cc1	-8%	1%	-2	7%	-1	-1%	0.5	6	-19%
CO/N=C/NC(=O)NOCc1ccc(Cl)cc1Cl	0%	5%	17	-15%	2	-1%	-0.1	5	-1%
Cc1nn(C)cc1CN1CCCC(C(=O)c2ccc(-c3ccccc3)cc2)C1 (centres undefined)	-24%	10%	-11	6%	-6	?	-0.7	17	-8%
CC(=O)N(Cc1cc2cc(C)ccc2[nH]c1=O)c1cccc(C)c1C	-1%	4%	13	0%	7	9%	-0.5	-3	-10%
Clc1nnc2c3ccccc3ccn12	-2%	1%	53	2%	10	35%[activator]	0.3	-1	-2%
CCOC(=O)c1[nH]c(CN2CCN(c3ccc(OC)cc3)CC2)c(C(=O)OCC)c1C	10%	31%	-18	-13%	-13	?	0.6	-2	-2%
Cc1ccnc(NC(=S)NC(=O)/C=C/c2ccccc2)c1	-5%	-3%	-5	-19%	-3	17%	0.1	.	-10%
COc1ccc(NS(=O)(=O)c2ccc3c(c2)n(C)c(=O)n3C)cc1	-21%	4%	?	-23%	3	56%[activator]	0.5	.	-1%
CCOc1ccc(-c2nnn(CC(=O)NCc3ccccc3)n2)cc1	-2%	-2%	-2	-5%	-1	-20%	-3.3	-3	-3%
O=c1[nH][nH]c2c1[C@H](c1ccc(Cl)cc1)O[C@H](C1CCCC1)C2	-9%	-5%	-4	-12%	-5	?	-0.9	-16	?
O=C(Nc1ccnn1C1CCN(C(=O)c2ccc(Cl)cc2)CC1)C1CC1	7%	4%	-2	4%	1	10%	-0.8	-1	4%
Nc1ccc(-c2cnc(-c3ccc(N)cc3)nc2)cc1	7%	-10%	-15	-17%	-5	-21%	-4.4	-7	-9%
C[C@H]1CN([C@@H](C)CO)C(=O)CCCn2nncc2CO[C@H]1CN(C)C(=O)Nc1ccccc1	-7%	-5%	7	4%	-3	0%	3.9	-2	?
COc1ccc(OC)c(S(=O)(=O)Nc2ccc3oc(C)c(C(C)=O)c3c2)c1	6%	11%	7	7%	5	12%	1.1	-3	6%

One compound at a time (already shown). Screens in order: WRN helicase inh	GLP1R ag	DRD3 antagonist	GLP1R cytotox	DRD3 agonist	GLP1R inv ag	IL2 activator	PI5P4K alpha inh	PLK1 PBD block
Entry for CC(=O)N(Cc1cc2cc(C)ccc2[nH]c1=O)c1cccc(C)c1C → -1%	4%	13	0%	7	9%	-0.5	-3	-10%
Entry for Clc1nnc2c3ccccc3ccn12 → -2%	1%	53	2%	10	35%[activator]	0.3	-1	-2%
Entry for O=C(Nc1ccnn1C1CCN(C(=O)c2ccc(Cl)cc2)CC1)C1CC1 → 7%	4%	-2	4%	1	10%	-0.8	-1	4%
Entry for CCOC(=O)c1[nH]c(CN2CCN(c3ccc(OC)cc3)CC2)c(C(=O)OCC)c1C → 10%	31%	-18	-13%	-13	?	0.6	-2	-2%
Entry for CCOc1ccc(-c2nnn(CC(=O)NCc3ccccc3)n2)cc1 → -2%	-2%	-2	-5%	-1	-20%	-3.3	-3	-3%

The list continues.
SMILES	WRN helicase inh	GLP1R ag	DRD3 antagonist	GLP1R cytotox	DRD3 agonist	GLP1R inv ag	IL2 activator	PI5P4K alpha inh	PLK1 PBD block
CCOC(=O)C1=C(C)N=C2SCCC(=O)N2[C@@H]1/C=C/c1ccccc1	-15%	17%	-6	-11%	1	?	-0.2	10	0%
CCCCn1c2ccc(F)cc2c2nnc(SCCN3CCCCC3)nc21	1%	24%&5%	12	7%&5%	1&-13	14%&10%	0.0	1	-15%
C#CCOCCOCCOCCNc1nc(N2CCN(C(=O)Cn3cc(CC(C)O)nn3)CC2)nc(N2CCN(C(=O)[C@H]([C@@H](C)CC)n3cc(CCCCN)nn3)CC2)n1 (some centres undefined)	1%	-5%	16	1%	14	0%	-0.1	-15	-6%
CCCCn1c(N)c(N(CCOC)C(=O)CN(C)CC(=O)Nc2ccc(Cl)c(Cl)c2)c(=O)[nH]c1=O	10%	-3%	-13	-7%	-6	?	0.2	7	-5%
CCCNC(=O)C1(C)CCCN(C(=O)c2cc3ccccc3s2)C1 (centres undefined)	-10%	2%	12	0%	-3	15%	2.6	1	4%
CCn1cc(/C=C(/C#N)S(=O)(=O)c2ccccc2)cn1	-13%	8%	-20	1%	22	1%	0.4	.	-1%
COc1ccc(C(=O)Nc2ccc(Cl)cc2C(=O)N2CCCC(C)C2)cc1OC (centres undefined)	5%	12%	27	5%	-4	-10%	-1.2	10	1%
CN(C)c1ccc(NC(=O)COC(=O)CNC(=O)c2cccs2)cc1	5%	4%	3	-2%	0	-6%	-0.4	4	3%
O=C(/C=C/c1ccc([N+](=O)[O-])cc1)c1cccnc1	?	-29%	0	2%	-23	-7%	-5.2	-1	?
Cc1ccc(C(=O)Nn2c(O)c(C=C3N=c4ccccc4=N3)sc2=S)cc1	-24%	-10%	-14	4%	0	9%	-0.4	.	-17%
C/C(=N\Nc1nc(N)cc(Cl)n1)c1cccc(N)c1	-1%	1%	?	4%	-2	31%[activator]	0.3	-13	4%
CN1C(=O)C2(N=c3ccccc3=N2)c2ccccc21	-8%	17%	26	9%	3	87%[activator]	-0.3	-6	-6%
CCOC(=O)C1=C(C)NC2=C(C(=O)CCC2)C1c1cn(Cc2ccc(Cl)cc2Cl)nc1-c1ccccc1 (centres undefined)	1%	3%	8	111%[activator]	-1	?	-1.6	6	-14%
CCN(CC(=O)Nc1ccc(OC)cc1)CC(=O)Nc1ccc(Br)cc1F	-7%	16%	10	-3%	-5	?	-0.3	4	-4%
CCOC(=O)C(NC(=O)c1ccccc1)(Nc1cccc(C)n1)C(F)(F)F (centres undefined)	-28%	-1%	-10	-6%	-3	?	1.2	3	-12%
CC1CCC(NC(=O)Cn2cnc3sccc3c2=O)CC1 (centres undefined)	-1%	8%	12	-7%	-2	33%[activator]	0.8	-4	3%
CCOC(=O)C1CCN(C(=O)COC(=O)CSc2ccccc2C)CC1	3%	0%	-7	-4%	14	6%	0.8	0	-14%
CC(Oc1ccccc1)C(=O)N1CCN=C1SCc1ccccc1 (centres undefined)	-6%	-17%	?	18%	-11	?	0.2	3	-8%
O=C(NCCN1CCOCC1)c1sc2cc(Cl)ccc2c1Cl	5%	23%	1	-2%	7	-16%	7.4	-5	-7%
CC1(C)CC2CC(C)(CN2Cc2c(O)ccc3ccccc23)C1 (centres undefined)	1%	4%	-7	10%	-5	-19%	-1.4	-4	?
O=C(NC12CC3CC(CC(C3)C1)C2)OCCNC1CCCCC1	11%	22%	-23	2%	-10	?	-0.3	-1	-9%
COC[C@H](NS(=O)(=O)c1ccc(Br)cc1F)[C@@H](O)c1ccccc1	3%	3%	20	5%	-1	3%	-0.5	-2	-19%
O=c1c2ccccc2[nH]c(=S)n1CCCn1ccnc1	-8%[57.1 µM]	13%	-2	-6%	1	33%[activator]	-2.7	1	-7%
O=C(Nc1ccc(O)cc1)c1ccccc1OCc1ccccc1	-13%	20%	15	7%	3	-11%	1.4	9	-6%
CCOc1ccc(C(=O)NCC(=O)OCc2c(C)noc2C)cc1OCC	-5%	7%	0	-1%	-6	5%	-0.2	8	-9%
CCCNC(=O)N1CCN(c2ncccn2)CC1	4%	-14%	-5	-4%	3	8%	-0.1	-5	-2%
O=C(/C=C/[C@H]1O[C@@H](n2ccc(=O)[nH]c2=O)[C@H](O)[C@@H]1O)N1CCN(CCc2ccccc2)CC1	-3%	5%	40	2%	5	30%	-0.4	7	-9%
CN1CCc2c(sc(N)c2C(N)=O)C1	0%	0%	9	34%[activator]	-34	0%	-1.0	.	?
CC(=O)Nc1nonc1C(=O)N1CCC(C)CC1	0%	-14%	-17	0%	-25	1%	2.2	.	-8%
O=C(O)c1cnc2ccc(Cl)cc2n1	0%	-5%	16	12%	-4	10%	-1.0	-4	-16%
CN1CCN(C(=O)c2cc(-c3ccccc3)on2)CC1	1%	-5%	-22	-16%	-14	3%	-1.2	.	-7%
Cc1c(C(=O)NC2=NCCS2)cccc1[N+](=O)[O-]	3%	9%	8	1%	2	2%	0.4	-6	-10%
CC(C)C(=O)Nc1ccc(-c2ccc3nncn3n2)cc1	-12%	21%	-14	-14%	-5	31%	1.6	-2	-15%
O=C(NC1CCOc2ccccc21)c1ccccn1 (centres undefined)	14%	21%	-12	-5%	-14	1%	-0.5	2	-12%
